# Assay outcomes: PubChem BioAssay, National Center for Advancing Translational Sciences (NCATS)
# mIDH1 inhibitor – qHTS for Inhibitors of mutant isocitrate dehydrogenase 1 (IDH1): qHTS; Isocitrate dehydrogenase [NADP] cytoplasmic (Homo sapiens), O75874; IDH1-R132H enzyme, NADPH consumption, diaphorase/resazurin fluorescence; Potency, µM (series often up to 76.6 µM), for the others: at the top dose activity change, negative = inhibition, actives largely listed as inhibitors; hit rate 0.093% among 390,000; AID 602179, 2012; also: potency is read from the fitted curve at half-maximal effect; % is scaled to controls: 0 for no effect and ±100 for the full control effect; nearly all actives have a fitted effect of over 65% in size
# Target sequence (O75874 whole entry R132H, stated change not applied): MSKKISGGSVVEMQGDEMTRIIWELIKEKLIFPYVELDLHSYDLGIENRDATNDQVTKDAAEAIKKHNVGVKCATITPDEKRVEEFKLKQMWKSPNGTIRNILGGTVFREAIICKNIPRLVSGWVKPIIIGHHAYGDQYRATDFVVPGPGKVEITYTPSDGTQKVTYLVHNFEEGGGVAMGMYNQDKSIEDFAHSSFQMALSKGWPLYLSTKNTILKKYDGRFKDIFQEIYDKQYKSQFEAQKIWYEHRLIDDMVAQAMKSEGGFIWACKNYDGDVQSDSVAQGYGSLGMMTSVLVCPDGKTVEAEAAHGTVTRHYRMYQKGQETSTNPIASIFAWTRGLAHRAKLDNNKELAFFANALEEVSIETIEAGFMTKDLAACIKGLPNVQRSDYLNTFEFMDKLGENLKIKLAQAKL
#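 IDH1-R132H (0.5 ug/mL) preincubated 30 min with compound, then NADPH (0.016 mM) and alpha-KG (2 mM) added; 80 min at RT, pH 7.5. Remaining NADPH coupled via diaphorase/resazurin to fluorescence (540/590 nm); concentration-response curves normalized to no-enzyme control.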
# PI4K2A block – qHTS for small molecular inhibitors of PI4K2A; AID 1346378, 2018; hit rate 0.13% among 420,000; activity change, negative = inhibition, % at 76.9 µM; purified PI4K2A, ADP-Glo luminescence, 1 h; hits give low values; in the data active = activity change below about -50%; inconclusive = mostly about -30% to -49%;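 also: -100% = wells without enzyme as full effect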
#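 ADP-Glo luminescence measured ADP generated by PI4K2A enzyme (4 ug/mL before mixing) with 1.2 mM PI substrate (pre-mix) and 300 microM ATP (pre-mix). Tris pH7.5 buffer with MgCl2, Triton X-100; 1 h reaction at ambient temperature.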
# D2 ag – HTS Assay for Allosteric Agonists of the Human D2 Dopamine Receptor: Primary Screen for Agonists; hit rate 0.53% among 340,000; D(2) dopamine receptor (Homo sapiens), P14416; HEK293 T-REx D2 cells, calcium flux agonist mode; activation, % at 2 µM;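 active = activation over 3 SD above normal in the single-dose calcium agonist read, cut at about 30% in these data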; also: 0% is about no effect
# Target sequence (P14416 whole entry, looked up): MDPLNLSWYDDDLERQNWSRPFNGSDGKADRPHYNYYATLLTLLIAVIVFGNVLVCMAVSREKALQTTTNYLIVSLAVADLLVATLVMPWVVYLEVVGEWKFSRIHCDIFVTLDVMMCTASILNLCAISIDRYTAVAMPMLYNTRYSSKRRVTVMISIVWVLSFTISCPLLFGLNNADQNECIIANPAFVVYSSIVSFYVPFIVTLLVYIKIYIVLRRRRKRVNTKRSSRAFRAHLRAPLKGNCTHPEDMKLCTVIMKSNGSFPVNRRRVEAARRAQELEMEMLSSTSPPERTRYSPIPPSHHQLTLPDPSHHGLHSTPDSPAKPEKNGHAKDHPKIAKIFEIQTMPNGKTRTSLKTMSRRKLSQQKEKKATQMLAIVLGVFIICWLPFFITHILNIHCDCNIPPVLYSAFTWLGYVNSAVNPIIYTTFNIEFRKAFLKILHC
#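 Tetracycline-induced HEK293 Trex cells with D2 receptor force-coupled to calcium signaling, plated overnight at 30 C and loaded with no-wash calcium dye. Calcium flux read kinetically for 180 s after compound addition; responses flag agonists.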
# TRHR PAM – qHTS for Small Molecule Agonists and Allosteric Enhancers of Human TRH Receptor: Primary Screen for Enhancers | AID 493056, 2011 | enhancement, % at 2 µM | TRHR cells, fluo-8 calcium fluorescence, EC20 TRH enhancement | Thyrotropin-releasing hormone receptor (Homo sapiens), P34981 | hit rate 0.66% among 360,000; in the data active = enhancement above about 30%; also: 0% is about no effect
#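 TRHR-expressing cells loaded with fluo-8 calcium dye were read kinetically (ex 480/em 530) during compound addition, then stimulated with an EC20 of TRH (10 nM final). Enhancement of the Gq-mediated intracellular calcium response was scored.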
# D2 antagonist – HTS Assay for Allosteric Antagonists of the Human D2 Dopamine Receptor: Primary Screen for Antagonists | HEK293 TREx D2 cells, calcium flux, dopamine EC80 | D(2) dopamine receptor (Homo sapiens), P14416 | inhibition, % at 10 µM | hit rate 2% among 340,000; in the data active = inhibition above about 30%; also: 0% is about no effect
#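 Antagonism is scored as inhibition of an EC80 dopamine-evoked calcium signal in a force-coupled, tetracycline-inducible HEK293 T-REx D2 line, with compound present 180 s before agonist.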
# rTrxR1 inhibitor – qHTS Assay for Inhibitors of Mammalian Selenoprotein Thioredoxin Reductase 1 (TrxR1): qHTS; Thioredoxin reductase 1, cytoplasmic (Rattus norvegicus), O89049; recombinant rTrxR1, NADPH fluorescence consumption, selenite substrate; Potency, µM (highest dose often 114 µM), for the others: at the highest dose activity change, negative = inhibition, hits mostly inhibitors; hit rate 1% among 390,000; AID 588453, 2011; also: potency is read from the fitted curve at half-maximal effect; % is scaled to controls: 0 for no effect and ±100 for the full control effect; nearly all actives have a fitted effect of over 65% in size
#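 Rat TrxR1 (90 nM in the dispensed reagent) was pre-reduced with 400 uM NADPH for 5 min at room temperature, then incubated with compound for 15 min. After 400 uM selenite was added, NADPH fluorescence (Ex 340/Em 450 nm) was followed for 8 min.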
# TRHR agonist – qHTS for Small Molecule Agonists and Allosteric Enhancers of Human TRH Receptor: Primary Screen for Agonists | hit rate 0.18% among 360,000 | TRHR cells, calcium flux fluo-8, FDSS agonist mode | Thyrotropin-releasing hormone receptor (Homo sapiens), P34981 | activation, % at 2 µM; in the data active = activation above about 30%; also: 0% is about no effect
#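 TRHR-expressing cells, plated overnight in medium with 10% serum, were loaded with fluo-8 calcium dye at room temperature. After a 10 s baseline, library compound was pin-added and calcium release was recorded kinetically (ex 480/em 530) as agonist response.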
# TrxR1 substrate – qHTS Assay for Substrates of Mammalian Selenoprotein Thioredoxin Reductase 1 (TrxR1): qHTS | purified TrxR1 substrate turnover, NADPH consumption readout | Potency, µM (doses to about 114 µM), without a hit: at the highest dose activity change, negative = substrate turnover | hit rate 0.01% among 390,000 | AID 588456, 2011; also: potency is read from the fitted curve at half-maximal effect; % is scaled to controls: 0 for no effect and ±100 for the full control effect; nearly all actives have a fitted effect of over 50% in size
#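 Rat TrxR1, dispensed at 90 nM, was prereduced with 400 uM NADPH (final) for 5 min at ~22 deg C, then incubated with compound 15 min before 400 uM selenite. A first-read NADPH fluorescence drop versus no-compound background flagged substrates.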
# USP1-UAF1 inh – Inhibitors of USP1/UAF1: Primary Screen. Ubiquitin carboxyl-terminal hydrolase 1 (Homo sapiens), O94782. recombinant USP1/UAF1, Ub-Rhodamine cleavage fluorescence. hit rate 0.23% among 390,000. Potency, µM (series often up to 57.1 µM), for inactives: at the highest dose activity change, negative = inhibition, actives largely listed as inhibitors; also: potency is read from the fitted curve at half-maximal effect; % is scaled to controls: 0 for no effect and ±100 for the full control effect; nearly all actives have a fitted effect of over 60% in size; inactives centre near -12
#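 High-throughput fluorogenic screen: 1nM USP1/UAF1 complex, Ub-Rho substrate 150nM final, 50mM HEPES pH 7.8 with 0.5mM EDTA, 0.1 mg/ml BSA, 1mM TCEP and 0.01% Tween-20.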
# An asterisk follows results filed as active; ? = inconclusive; nt = no result given; [ ] = remark or other dose. Unless noted, calls follow the shape of the dose curve; as a rule, active = well fitted inhibition curve with a large enough effect; inconclusive = small, poorly fitted or top-dose-only effect; inactive = no such curve, though single readings can be large or run the other way.
SMILES,mIDH1 inhibitor,PI4K2A block,D2 ag,TRHR PAM,D2 antagonist,rTrxR1 inhibitor,TRHR agonist,TrxR1 substrate,USP1-UAF1 inh
Cc1cccc(Nc2nnc(SC/C(O)=C(\C#N)c3nc4ccccc4[nH]3)s2)c1C,1%,-6,-1.0,-1,4,-18%,0.9,-5%,-11%
O=C(NC(=S)Nc1nc2ccccc2s1)c1cccs1,-4%,-1,0.9,0,2,-6%,1.1,-7%,-5%
O=C(CSc1nccc(=O)[nH]1)Nc1ccc(N2CCOCC2)c(Cl)c1,2%,-3,-4.6,7,11,24%[57.1 µM],0.4,0%[57.1 µM],-11%
CCN(CC)CCOC(=O)c1ccc(NC(=O)Cn2ncc3c2-c2cc(C)ccc2OC3)cc1,-10%,1,0.5,1,nt,12%,0.7,3%,-17%
C[C@H](NS(=O)(=O)c1ccc(Cl)cc1)C(=O)OCC(=O)N1CCOCC1,19%,3,nt,nt,nt,21%,nt,4%,-7%
O=c1[nH]cnc2onc(-c3ccc(F)cc3)c12,-3%,-2,-0.7,-5,-17,8%[57.1 µM],-0.1,11%[57.1 µM],-23%
Cc1ccc(CN(C(=O)COc2ccc(Cl)c(C)c2)C2CCS(=O)(=O)C2)o1 (configuration not stated),nt,2,3.4,-15,nt,-24%,1.7,1%,-24%
CN(Cc1ccccc1)C(=O)c1ccc(NC(=O)C2=CSCCO2)cc1,1%,1,-2.2,5,19,20%,-0.5,0%,-21%
O=C(CC1C(=O)NCCN1Cc1cccc(Oc2ccccc2)c1)NCC1CCOCC1 (configuration not stated),9%,-2,0.2,-4,-8,-30%,0.4,4%,-19%
COc1ccc(S(=O)(=O)N2CCN(CCO)CC2)cc1-c1nnc2c3ccccc3c(C)nn12,-12%,-19,2.3,-2,3,13%,0.2,2%,-4%
COc1ccc2ncc(S(=O)(=O)c3ccccc3)c(N3CCC4(CC3)OCCO4)c2c1,-2%,-6,0.1,-6,-26,-9%,0.0,-15%,-16%
CC1=CSC2=NC(C(F)(F)F)(C(F)(F)F)NC(=O)N12,-19%,4,0.0,-8,2,29%,0.3,-3%,-9%
Cc1cc(-c2nnc(SCC(=O)Nc3ccccc3C)n2N)n[nH]1,3%,7,0.7,-1,-11,13%,0.1,0%,-20%
CCN(Cc1ccccc1)C(=O)COC(=O)c1cnc(C)cn1,6%,3,nt,-5,nt,23%,1.5,-2%,-18%
N#Cc1c(N)n(-c2ccc(N)cc2)c2nc3ccccc3nc12,25%,3,0.7,-4,-4,21%[11.4 µM],1.1,8%[11.4 µM],-9%

# Part of the list above in order of heavy-atom count, falling.
SMILES,mIDH1 inhibitor,PI4K2A block,D2 ag,TRHR PAM,D2 antagonist,rTrxR1 inhibitor,TRHR agonist,TrxR1 substrate,USP1-UAF1 inh
COc1ccc(S(=O)(=O)N2CCN(CCO)CC2)cc1-c1nnc2c3ccccc3c(C)nn12,-12%,-19,2.3,-2,3,13%,0.2,2%,-4%
COc1ccc2ncc(S(=O)(=O)c3ccccc3)c(N3CCC4(CC3)OCCO4)c2c1,-2%,-6,0.1,-6,-26,-9%,0.0,-15%,-16%
Cc1ccc(CN(C(=O)COc2ccc(Cl)c(C)c2)C2CCS(=O)(=O)C2)o1 (configuration not stated),nt,2,3.4,-15,nt,-24%,1.7,1%,-24%

# The list continues:
SMILES,mIDH1 inhibitor,PI4K2A block,D2 ag,TRHR PAM,D2 antagonist,rTrxR1 inhibitor,TRHR agonist,TrxR1 substrate,USP1-UAF1 inh
CSc1ccc(/C=C(/NC(=O)c2ccco2)C(=O)N2CCOCC2)cc1,1%,-3,0.0,7,-10,-4%,0.6,-11%,-18%
COc1ccccc1OCCCN1C(=O)C(=O)c2cccc(C)c21,-8%,20,1.4,-15,5,14%,4.8,-4%,-9%
CCOc1ccc(C(=O)NCCc2ccc3c(c2)OCCO3)cc1,4%,-1,-1.1,-3,-3,23%[57.1 µM],0.4,1%[57.1 µM],-13%
CCOC(=O)N1CCC(NC(=O)Cn2cc3c(n2)CCCCC3)CC1,6%,-1,1.8,-1,-6,10%[57.1 µM],0.0,6%[57.1 µM],-1%
Cc1ccccc1C(=O)NC1CCN(CC(=O)Nc2ccccc2Cl)CC1,3%,2,0.3,23,0,6%,0.4,5%,-4%
CC(=O)N/C(=C\c1ccccc1Cl)C(=O)O,6%,-4,0.6,0,-1,19%[57.1 µM],0.7,10%[57.1 µM],-5%
c1ccc(-c2nnc(N3CCOCC3)c3ccccc23)cc1,0%,-4,-0.5,0,-5,4%[57.1 µM],-0.5,3%[57.1 µM],-20%
COc1cc(/C=N\Nc2ccc([N+](=O)[O-])cc2)ccc1OCC(=O)Nc1ccc(C)c(C)c1,8%,-4,nt,nt,nt,-8%,nt,-7%,-8%
COc1ccc(C(=O)NC2(C(F)(F)F)NC(=O)N(CCCc3ccccc3)C2=O)cc1OC (configuration not stated),3%,-9,-0.2,25,0,0%[57.1 µM],0.7,1%[57.1 µM],0%
CCOC(=O)c1c(NC(=O)CSc2nnc3c(n2)[nH]c2ccccc23)sc2c1CCN(C)C2,2%,-9,nt,nt,nt,3%,nt,8%,?
C=CCCCCCCCCC(=O)Nc1c[nH]c(=O)[nH]c1=O,13%,-2,-0.6,-8,11,34%,0.3,12%,7%
OCCNc1nc(-c2ccccc2)c2cc(Br)ccc2n1,3%,-3,nt,-7,nt,14%,-0.2,17%,-22%
COc1cccc(C(=O)CC(C#N)c2ccc(F)cc2)c1 (configuration not stated),0%,4,-1.8,3,-5,10%,-0.6,-10%,-9%
CC(C)n1c(C(F)(F)F)nc2cc(C(=O)N3CCOCC3)ccc21,11%,2,1.4,-4,-11,3%[57.1 µM],0.4,12%[57.1 µM],-23%
COC(CNC(=O)C1CCCN1C(=O)OCc1ccccc1)OC (configuration not stated),-9%,-4,-0.3,8,-1,12%,0.0,-2%,-10%
CC(/C=C/c1ccco1)=N/NC(=O)c1ccccc1Cl,0%,-6,0.1,-4,-18,16µM*,1.1,12%[57.1 µM],-19%
Cc1ccc(OS(=O)Nc2cccc3nccnc23)cc1 (configuration not stated),5%,2,0.4,-4,-6,21%,0.8,-3%,5%
Cc1ccc(Cn2ccc(NC(=O)c3cc(C(C)C)on3)n2)cc1,-1%,6,-1.0,-4,-8,-9%[57.1 µM],-0.5,-2%[57.1 µM],3%
O=C(CN1C(=O)c2ccccc2C1=O)Nc1ccccc1N1CCOCC1,5%,-2,-0.6,-4,-18,19%,-0.7,1%,-3%
O=C(COc1ccccc1F)Nc1ccc(N2CCOCC2)cc1N1CCOCC1,-5%,-2,0.0,9,7,-2%,0.4,-6%,-23%
O=C(CN1CCN(c2ccc(O)cc2)CC1)Nc1ccc(S(=O)(=O)N2CCCC2)cc1,-3%,-1,nt,nt,nt,5%,nt,-2%,-10%
COc1ccccc1NC(=O)N1CCN(C(=O)Nc2ccccc2OC)CC1,-3%,4,0.0,-3,29,-4%,-0.5,0%,-16%
COC(=O)c1cc(C(=O)c2cc(Cl)ccc2O)coc1=N,11%,-1,-1.2,2,-9,9%[57.1 µM],0.1,-3%[57.1 µM],-13%
COc1ccc(CCNC(=O)c2cc(=O)c3cc(C)c(C)cc3o2)cc1OC,-6%,-1,-0.6,-4,nt,10%,-0.8,0%,-14%
O=C(NCc1ccco1)c1ccc(COc2cccc3ccccc23)cc1,0%,-3,1.1,0,8,-11%,0.6,4%[0.457 µM],-16%
NC(=S)N/N=C/c1ccc(Br)o1,-1%,0,-1.4,2,-3,?,0.2,-18%,-13%
O=C(Cc1ccc(-c2ccccc2)cc1)NCCS(=O)(=O)N1CCN(c2ccccc2)CC1,-12%,1,1.7,2,nt,4%[57.1 µM],0.5,-8%[57.1 µM],-13%
O=C1N[C@@H](Cc2ccccc2)[C@@H](c2ccco2)O1,-6%,-3,-1.4,2,32*,4%[57.1 µM],-0.3,-1%[57.1 µM],?
CCOC(=O)c1ccccc1NC(=O)/C=C/C(=O)O,-2%,0,-0.5,0,-5,-15%,-0.2,1%,-17%
COCCN1CC(=O)N(c2cccc(C)c2C)C(c2ccc(Cl)cc2)C1=O (configuration not stated),7%,20,-0.5,0,2,7%[57.1 µM],-0.5,5%,2%
O=C(CN1C(=O)c2cccc([N+](=O)[O-])c2C1=O)OCC(=O)N1CCCCC1,-5%,-1,0.6,18,4,0%,-0.4,-1%,6%
c1ccc2c(SCc3cn4ccccc4n3)nncc2c1,4%,10,0.3,-2,-1,11%,-2.9,0%,-22%
CC1(c2nnc(Cc3ccccc3)o2)CC(c2ccc(F)cc2)=NO1 (configuration not stated),7%,4,nt,nt,nt,9%,nt,1%,-24%
O=C(N1CCOCC1)N(Cc1cccs1)C1CCCC1,1%,9,nt,3,nt,-6%,-0.2,5%[57.1 µM],-1%
COc1ccc(C(C)(C)C)cc1NC(=O)CNc1cccc2ccccc12,-1%,4,-0.4,3,-3,7%,0.1,59%[activator],-13%
COc1ccccc1C1CC(=O)NC(SCC(=O)Nc2ccccc2)=C1C#N (configuration not stated),0%,4,-1.1,3,4,11%,-0.3,-3%,0%
